Screening data from PubChem BioAssay.
GLS inhibitor: glutaminase GLS (human) inhibition; O94925; GLS enzymatic activity, qHTS titration; Potency, µM (highest dose often 45.5 µM), inactives show at the highest dose activity change, negative = inhibition, usual class: inhibitors; hit rate 0.21% among 410,000; AID 624170; note: potency is the fitted concentration of half-maximal effect; % is set by controls: 0 for no effect and ±100 for the full control effect
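Compounds were pin-transferred onto hKGA, after which L-glutamine (1 mM solution) and a detection mix of glutamate oxidase, HRP and Amplex Red were added. Initial and 30 min RT fluorescence reads were collected.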
JMJD2A Tudor inh: inhibitors of human JMJD2A Tudor domain | O75164 | AlphaScreen JMJD2A-Tudor / H3K4me3 peptide binding | Potency, µM (doses to about 114 µM), inactives show at the top dose activity change, negative = inhibition, actives largely listed as inhibitors | hit rate 4.4% among 390,000 | AID 504339; note: potency is the fitted concentration of half-maximal effect; % is set by controls: 0 for no effect and ±100 for the full control effect; nearly all actives have a fitted effect of over 50% in size
BAZ2B inh: blocks human BAZ2B. AlphaScreen BAZ2B-H3K14Ac peptide displacement. Potency, µM (titrated, usually from 114 µM), for inactives: at the highest dose activity change, negative = inhibition, actives largely listed as inhibitors. hit rate 4.4% among 360,000; note: potency is the fitted concentration of half-maximal effect; % is set by controls: 0 for no effect and ±100 for the full control effect; nearly all actives have a fitted effect of over 60% in size
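Multi-concentration screen (max 110 uM) measuring displacement of acetylated histone H3 peptide from BAZ2B by AlphaScreen, using 50 nM protein, 50 nM peptide and 10 ug/mL streptavidin donor plus Ni-chelate acceptor beads.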
G9a inh: inhibitors of human histone lysine methyltransferase G9a | Q96KQ7 | G9a H3K9 monomethylation, AlphaScreen, 2 h | Potency, µM (highest dose often 102 µM), for inactives: top-dose activity, negative = inhibition, most hits filed as inhibitors | hit rate 8.8% among 350,000; note: potency is the fitted concentration of half-maximal effect; % is set by controls: 0 for no effect and ±100 for the full control effect; nearly all actives have a fitted effect of over 75% in size
Target sequence (Q96KQ7 913-1193 limits assumed): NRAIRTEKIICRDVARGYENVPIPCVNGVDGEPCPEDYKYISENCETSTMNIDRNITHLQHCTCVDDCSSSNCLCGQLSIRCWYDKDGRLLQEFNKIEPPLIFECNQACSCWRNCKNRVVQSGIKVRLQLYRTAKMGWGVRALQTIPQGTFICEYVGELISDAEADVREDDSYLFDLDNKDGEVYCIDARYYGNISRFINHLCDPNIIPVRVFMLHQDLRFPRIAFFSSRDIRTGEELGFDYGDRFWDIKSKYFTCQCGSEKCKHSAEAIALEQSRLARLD
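Readings reflect AlphaScreen signal from monomethyl-H3K9 antibody detection. HMT at 20 nM; substrate b-H3K9 500 nM; cofactor SAM 20 uM; 2 h RT reaction; compounds tested as titrations in qHTS with 15 min preincubation.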
12-LOX inh: inhibitors of human 12S-lipoxygenase ALOX12; P18054; purified 12hLO, xylenol orange hydroperoxide absorbance; Potency, µM (titrated, usually from 108 µM), for inactives: top-dose activity change, negative = inhibition, hits mostly inhibitors; hit rate 1.1% among 580,000; AID 1671190; note: potency is the fitted concentration of half-maximal effect; % is set by controls: 0 for no effect and ±100 for the full control effect
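Purified human 12hLO (150 nM final) in 25 mM Hepes, 0.01% Triton X-100, pH 7.0 was preincubated 15 min at room temperature with compound. Then 40 uM arachidonic acid was added, 30 min. Hydroperoxide was read by Fe-XO absorbance ratio 573/405 nm.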
HP1b chromo inh: inhibitors of HP1-beta chromodomain binding to methylated histone tails; AlphaScreen HP1-beta / biotin-H3K9me3 peptide binding; Potency, µM (doses to about 114 µM), for inactives: at the top dose activity change, negative = inhibition, usual class: inhibitors; hit rate 0.56% among 390,000; AID 540317; note: potency is the fitted concentration of half-maximal effect; nearly all actives have a fitted effect of over 70% in size; inactives centre near 23
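HP1-beta protein (50 nM final) preincubated 30 min at room temperature with biotinylated H3(1-18)K9me3 peptide (50 nM) in PBS pH 7.4, 0.01% Tween-20, then compound added for 30 min. AlphaScreen streptavidin donor/nickel chelate acceptor beads (10 ug/mL final), 30 min dark, luminescence read.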
ERG Ets-DNA blk: ERG Ets/DNA interaction inhibition. P11308. fluorescence polarization, His-ERG Ets domain / labelled DNA. Potency, µM (top dose mostly 76.9 µM), for the others: at the top dose FP activity, negative = inhibition, usual class: inhibitors. hit rate 0.028% among 370,000. AID 624246; active = well fitted inhibition curve with a large enough effect in the polarisation, with a control signal flat; inconclusive = small, poorly fitted or top-dose-only effect, or effect the other way, or a change in a side signal; inactive = no such curve, though single readings can be large or run the other way; the % refers to the polarisation;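 note: polarization taken with two DNA probes labelled with fluorescein and Texas red; potency is the fitted concentration of half-maximal effect; % of control where 0% means no effect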
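His-tagged ERG Ets domain (1 uM in the protein solution; 300mM KCl, 50mM Tris-HCl, 1mM EDTA, 1mM DTT, pH 7.5) received compound, then a probe mix of 5 nM fluorescein-DNA and 100nM Texas-615-DNA. Fluorescence polarization was read for both dyes.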
RGS4 inh: human RGS4 inhibition. P49798. Transcreener GDP fluorescence polarization, RGS4-accelerated GTP hydrolysis. Potency, µM (top dose mostly 114 µM), inactives show top-dose activity change, negative = inhibition, most hits filed as inhibitors. hit rate 0.039% among 390,000. AID 504845; note: potency is the fitted concentration of half-maximal effect; % is set by controls: 0 for no effect and ±100 for the full control effect; nearly all actives have a fitted effect of over 75% in size; some results filed as inactive show a strong effect at the top dose
Target sequence (P49798 whole entry, looked up): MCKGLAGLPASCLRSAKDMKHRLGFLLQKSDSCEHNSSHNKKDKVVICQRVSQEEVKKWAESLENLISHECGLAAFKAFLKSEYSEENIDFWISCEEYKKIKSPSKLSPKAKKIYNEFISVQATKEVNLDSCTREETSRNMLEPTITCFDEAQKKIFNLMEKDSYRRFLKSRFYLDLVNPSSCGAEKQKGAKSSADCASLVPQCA
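MLSMR compounds (23 nl, pin-transferred) preincubated 10 min at room temperature with a 500nM (2x) first reagent, then RGS4 at 900nM (2x) plus Transcreener GDP mix added; fluorescence polarization (620/688 nm) read before and after 90 min at 30 °C.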
PI4K2A inh: PI4K2A (human) kinase inhibition; Q9BTU6; purified PI4K2A, ADP-Glo luminescence, 1 h; stronger effect = lower value; activity change, negative = inhibition, % at 76.9 µM; hit rate 0.13% among 420,000; AID 1346378; in the data active = activity change below about -50%; inconclusive = mostly about -30% to -49%;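 note: -100% = wells without enzyme as full effect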
Target sequence (Q9BTU6 whole entry, looked up): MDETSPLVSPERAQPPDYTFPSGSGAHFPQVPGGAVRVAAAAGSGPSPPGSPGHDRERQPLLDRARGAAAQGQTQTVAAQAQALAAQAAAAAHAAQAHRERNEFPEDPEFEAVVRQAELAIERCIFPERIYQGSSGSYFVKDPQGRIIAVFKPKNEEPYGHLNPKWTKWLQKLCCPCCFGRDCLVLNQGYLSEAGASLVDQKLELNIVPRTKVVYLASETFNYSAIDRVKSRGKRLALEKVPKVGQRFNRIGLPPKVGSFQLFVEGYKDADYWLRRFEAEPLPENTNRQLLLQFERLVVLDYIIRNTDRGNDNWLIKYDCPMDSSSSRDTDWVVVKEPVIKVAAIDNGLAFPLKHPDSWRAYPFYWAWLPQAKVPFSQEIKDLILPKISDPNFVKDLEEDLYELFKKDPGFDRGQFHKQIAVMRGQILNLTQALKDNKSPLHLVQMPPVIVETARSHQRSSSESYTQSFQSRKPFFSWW
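Compounds are screened against recombinant PI4K2A using PI as substrate and ATP, the latter dispensed at 300 microM. Reactions run one hour at ambient temperature before ADP-Glo detection; full inhibition defined by wells lacking enzyme.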
* marks the source's active call; other numbers are inactive results; i = inactive; ? = inconclusive; . = not tested or not shown; [ ] = dose if it differs, or a comment. Unless noted, calls come from the whole dose curve; as a rule, active = well fitted curve in the direction sought with a large enough effect; inconclusive = small, poorly fitted or top-dose-only effect, or another doubt; inactive = no such curve, though single readings can be large; an effect the other way counts as inactive or inconclusive.

cpd	SMILES	GLS inhibitor	JMJD2A Tudor inh	BAZ2B inh	G9a inh	12-LOX inh	HP1b chromo inh	ERG Ets-DNA blk	RGS4 inh	PI4K2A inh
1	O=C(/C=C/c1cccc([N+](=O)[O-])c1)Nc1ccc(Cl)cn1	-10%	-35%	-10%	.	-10%	18%	-7%	-30%	4
2	O=C1CCC(C(=O)Nc2ccc(Cl)cc2)N1 (stereo not drawn)	-2%	2%	8%	3%	-8%	56%[activator]	0%	-10%	0
3	CCn1c(CC(=O)Nc2ccc(C)cc2)nnc1SCC(=O)N1CCOCC1	-2%	3%	-3%	26%	390%[activator]	43%[activator]	3%	3%	-6
4	Cc1cccc(N(CC(=O)NCCSCc2ccccc2)S(=O)(=O)c2ccccc2)c1C	2%	-1%	1%	-25%[59 µM]	0%	38%	0%	-9%	6
5	Cc1ccc(C(=O)c2oc3ccccc3c2NC(=O)c2cc(-c3ccc(Cl)cc3)on2)cc1	-16%	-14%	1%	?	-10%	28%	-3%	21%	6
6	CCn1c2ccccc2c2cc(NC(=O)COC(=O)C3CCC(=O)N3)ccc21 (stereo not drawn)	-7%	-18%	1%	-7%	7%	24%	-13%	1%	2
7	CCOC(=O)C(NC(=O)Nc1ccc(O)cc1)(c1ccccc1)C(F)(F)F (stereo not drawn)	7%	-25%	-2%	8%[59 µM]	-13%	14%	3%	-26%	3
8	COc1cccc(C(=O)OCC(=O)Nc2ccc3c(c2)OCCO3)c1	-8%	-8%	.	.	-14%	16%	-6%	-6%	5
9	CC(=O)C[C@H](O)CC(=O)[C@H]1OC(=O)[C@H](C)C/C=C\Cc2ccccc21	5%	-17%	-5%	-7%[2.33 µM]	9%	19%	5%	1%	-14
10	CCCCOC(=O)Nc1ccc(OC)cc1S(=O)(=O)N1CCOCC1	-3%	5%	23%	21%	42%[activator]	28%	-3%	-3%	6
11	Cc1nc2ccn(Cc3cccnc3)c(=O)c2cc1C(=O)Nc1ccc(OC(F)(F)F)cc1	-4%	-22%	-16%	9%[59 µM]	-4%	39%	10%	-8%	-4
12	CC(C)OCC(O)CN1CCNCC1 (stereo not drawn)	2%	79µM*	-4%	?	?	19%	-2%	-2%	1
13	COc1ccc(C(=O)NCCc2ccccc2)cc1OC	0%	3%	10%	15%	?	31%[activator]	7%	-5%	2
14	NCC(=O)Nc1ccc(Cl)cc1C(=O)c1ccc[nH]1	-13%	-12%	?	25µM*	0%	38%	-4%	-7%	-2
15	COc1ccc(NC(=O)CSc2nc3c(c(=O)[nH]2)CN(Cc2ccccc2)CC3)cc1Cl	-9%	-18%	-15%	-28%[59 µM]	-14%	-1%	7%	3%	-1

Entries listed so far shown as hits in G9a inh.
cpd	SMILES	GLS inhibitor	JMJD2A Tudor inh	BAZ2B inh	G9a inh	12-LOX inh	HP1b chromo inh	ERG Ets-DNA blk	RGS4 inh	PI4K2A inh
14	NCC(=O)Nc1ccc(Cl)cc1C(=O)c1ccc[nH]1	-13%	-12%	?	25µM*	0%	38%	-4%	-7%	-2

(next part)
cpd	SMILES	GLS inhibitor	JMJD2A Tudor inh	BAZ2B inh	G9a inh	12-LOX inh	HP1b chromo inh	ERG Ets-DNA blk	RGS4 inh	PI4K2A inh
16	Cc1noc(C)c1COC(=O)c1ccc(F)c(S(=O)(=O)N2CCOCC2)c1	3%	-5%	11%	7%[59 µM]	5%	46%[activator]	1%	27%	-2
17	Cc1ccc(C(=O)O/N=C(\N)Cc2ccc([N+](=O)[O-])cc2)c(Cl)c1	3%	-20%	-23%	?	0%	5%	1%	28%	-1
18	COCC(=O)N/N=C/c1ccc(Sc2nc3ccccc3s2)o1	-5%	-15%[57.1 µM]	?	6%[0.0925 µM]	0%	33%	-9%	-4%[11.4 µM]	5
19	CC(C)CC(=O)NC(=S)Nc1ccc(S(=O)(=O)Nc2nccs2)cc1	7%	-28%	-7%	?	-18%	-2%	-5%	0%	3
20	O=C(N/N=C/c1cccs1)c1cncc(Br)c1	8%	-5%	-16%	-3%	17%	33%	10%	-21%	1
21	COC(=O)c1cc(C(=O)OCC(=O)NC2CCCC2)cc([N+](=O)[O-])c1	-2%	2%	-9%	14%	0%	26%	-7%	-4%	1
22	O=c1c2ccccc2[nH]c(=S)n1-c1cccc(S(=O)(=O)N2CCCC2)c1	1%	-14%	-3%	-17%	-5%	13%	10%	25%	6
23	CCC(CC)C(=O)N1CCN(Cc2ccc3c(c2)OCO3)CC1	-9%	6%	?	-8%[59 µM]	0%	41%	-11%	-15%	1
24	CCc1cc(Cn2nc(-c3ccccc3)cc2C(=O)NCc2ccc(C)cc2)on1	-3%	10%	9%	23%[2.33 µM]	-29%	46%[activator]	1%	-17%	-1
25	CCOC(=O)C1CCN(c2c(NCc3ccc(C(=O)NCCOC)cc3)c(=O)c2=O)CC1	7%	2%	6%	6%	257%[activator]	31%	-4%	14%	-1
26	O=C(CSc1ncnc2c1oc1ccccc12)Nc1cccc(Cl)c1	-2%	-7%	9%	-6%[59 µM]	-14%	34%	-2%	-5%	1
27	O=C1CCC(C(=O)N2CCCC(C(=O)c3ccc4c5c(cccc35)CC4)C2)=NN1 (stereo not drawn)	-6%	-2%	0%	0%	1%	25%	-6%	-11%	4
28	CN(CCNC(=O)c1ccc(/C=N/O)nc1)Cc1ccccc1	33%[activator]	8.9µM*	?	25µM*	-5%	4%	-5%	11%	-5
29	CC(Sc1ccccc1)C(=O)N1CCN(S(=O)(=O)c2ccc(Cl)cc2)CC1 (stereo not drawn)	-11%	10%	-1%	11%	-14%	22%	3%	6%	1
30	COc1cccc(C(C(=O)NC(C)(C)C)N(CC(C)C)C(=O)CCC(=O)Nc2cc(C)on2)c1OC (stereo not drawn)	-12%	-10%	-13%	-1%	-2%	23%	1%	-9%	0

Some of these compounds in order of length of the SMILES, low to high:
cpd	SMILES	GLS inhibitor	JMJD2A Tudor inh	BAZ2B inh	G9a inh	12-LOX inh	HP1b chromo inh	ERG Ets-DNA blk	RGS4 inh	PI4K2A inh
20	O=C(N/N=C/c1cccs1)c1cncc(Br)c1	8%	-5%	-16%	-3%	17%	33%	10%	-21%	1
26	O=C(CSc1ncnc2c1oc1ccccc12)Nc1cccc(Cl)c1	-2%	-7%	9%	-6%[59 µM]	-14%	34%	-2%	-5%	1
22	O=c1c2ccccc2[nH]c(=S)n1-c1cccc(S(=O)(=O)N2CCCC2)c1	1%	-14%	-3%	-17%	-5%	13%	10%	25%	6

Going on with the list.
Below each SMILES: GLS inhibitor | JMJD2A Tudor inh | BAZ2B inh | G9a inh | 12-LOX inh | HP1b chromo inh | ERG Ets-DNA blk | RGS4 inh | PI4K2A inh
31. CCN(CC)C(=O)CSc1nnc(-c2ccncc2)n1N
  -4% | -8% | 0% | -25%[12.7 µM] | 17% | 17% | 0% | -1% | 4
32. O=C(Nc1nccs1)c1ccc(Cl)c(S(=O)(=O)N2CCOCC2)c1
  14% | -19% | -28% | -1%[59 µM] | 2% | 41%[activator] | 0% | 35% | -2
33. CCOC(=O)CC1COc2ccccc2N1C(=O)c1ccc(F)cc1 (stereo not drawn)
  3% | -9% | 1% | 41% | 15% | 15% | -3% | 3% | 2
34. Cc1onc(-c2ccccc2)c1C(=O)N(Cc1ccco1)Cc1cccs1
  0% | -27% | -16% | ? | -7% | 19% | 4% | 1% | 3
35. CC(=O)Nc1ccc(OCC(=O)NC(C)C(C)C)cc1 (stereo not drawn)
  -3% | -9%[11.4 µM] | -4% | 13% | 111%[activator] | -7% | 9% | -27%[11.4 µM] | 3
36. CC(C)c1ccc(Nc2nnc(SC3CCOC3=O)s2)cc1 (stereo not drawn)
  -10% | 3% | 3% | 3%[59 µM] | -14% | 40%[activator] | 5% | -5% | 6
37. COc1ccc(CCN(C)C(=O)C(CCSC)NC(=O)c2ccco2)cc1OC (stereo not drawn)
  0% | -10% | 14% | -5%[12.7 µM] | 59%[activator] | 36% | 2% | 0% | 6
38. CCN(CC)C(=O)[C@H]1C[C@H](CC(=O)NC(C)(C)C)C(=O)N2CCc3c([nH]c4cc(-c5ccco5)ccc34)[C@]12C
  -22% | ? | . | . | ? | 3% | 2% | -27% | 5
39. Cc1cccc(NC(=O)CS(=O)(=O)c2nc(-c3ccccc3)cn2-c2cccc(Cl)c2)c1C
  1% | -25% | -21% | -28%[59 µM] | -13% | 24% | -11% | -50% | 1
40. Cc1cc(C)n2nc(-c3ccc(F)cc3)nc2n1
  9% | -11% | 6% | 22%[59 µM] | i | 7% | -4% | 14% | 6
41. CCC1CCc2sc(C(=O)NCc3ccccn3)cc2C1 (stereo not drawn)
  3% | -16% | -4% | 11% | 9% | 31% | -5% | -9% | 2

This is a subset; count on the stated rates, not on these rows.
